# Fh CTSL1 inh: counter-screen for PFM18AAP inhibitors: inhibitors of F. hepatica cathepsin L1; 0.49% of 300,000 active; inhibition, % at 5.96 µM; recombinant F. hepatica cathepsin L1, Z-Leu-Arg-MCA fluorescence; AID 1906;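 active means inhibition above the mean of all tested compounds plus 3 SD, set per screening campaign, cut at about 17% in these data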;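 further: 0% = plate median of test compound wells and 100% = 1 µM Z-Phe-Ala-diazomethylketone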
# PREPL inh: inhibits the human prolyl oligopeptidase-like enzyme; Q4J6C6; AID 2751; recombinant PREPL, fluorescence polarization activity-based probe; inhibition, % at 5.96 µM; 0.68% of 320,000 active; in the data active means inhibition above about 43%;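 further: 0% = enzyme with DMSO and 100% = wells lacking enzyme; many of its hits are not listed in these tables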
# PP5 primary: PP5 (human) phosphatase inhibition; inhibition, % at 6.7 µM; 0.18% of 320,000 active; purified PP5c, OMFP substrate fluorescence;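 active means inhibition above the campaign's mean inhibition across all tested compounds plus 3 SD, cut at about 9.5% in these data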;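 further: 0% = DMSO only and 100% = 100 µM cantharidin control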
# Target sequence (P53041 whole entry, looked up): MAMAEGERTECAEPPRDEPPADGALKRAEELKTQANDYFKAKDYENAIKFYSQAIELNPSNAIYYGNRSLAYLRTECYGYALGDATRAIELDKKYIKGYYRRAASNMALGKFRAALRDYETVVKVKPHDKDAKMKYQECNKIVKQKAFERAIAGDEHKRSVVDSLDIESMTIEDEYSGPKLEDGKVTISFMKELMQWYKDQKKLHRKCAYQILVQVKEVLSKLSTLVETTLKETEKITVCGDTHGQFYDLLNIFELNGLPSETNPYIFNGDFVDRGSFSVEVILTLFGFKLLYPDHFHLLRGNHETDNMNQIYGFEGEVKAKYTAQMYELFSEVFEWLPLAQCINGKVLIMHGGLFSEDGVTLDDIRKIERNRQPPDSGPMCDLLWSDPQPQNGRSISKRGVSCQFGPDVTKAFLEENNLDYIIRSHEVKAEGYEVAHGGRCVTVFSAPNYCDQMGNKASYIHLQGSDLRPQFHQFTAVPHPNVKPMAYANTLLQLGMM
# HCV core dimer: HCV core protein dimerization inhibition; 0.33% of 300,000 active; TR-FRET GST/Flag-core106 dimerization, 1536-well; inhibition, % at 5 µM;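 active means inhibition above the mean of all tested compounds plus 3 SD, set per screening campaign, cut at about 45% in these data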
#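 Assay system – GST-tagged and Flag-tagged HCV core protein residues 1-106 · Quantity – core106 proteins, GST 13.5 nM and Flag 17 nM · Benchmarks – unlabelled core106 and no-GST-core106 wells · Read-out basis – percent inhibition of core106 dimerization signal · Detection – time-resolved FRET, ex 340 nm, em 617 and 671 nm · Schedule – 4 h at 22.5 °C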
# TPT1 inh: blocks Candida albicans tRNA 2'-phosphotransferase | AID 1962 | recombinant caTPT1, FP RNA substrate dephosphorylation | 0.81% of 300,000 active | inhibition, % at 5 µM;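 active means inhibition above the mean of all tested compounds plus 3 SD, set per screening campaign, cut at about 24% in these data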;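 further: plate controls were DMSO alone for no effect and ferristatin control at 100 nM for full effect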
# EBNA-1 inhibitor: blocks EBNA-1 binding to DNA. EBNA-1 DNA binding, fluorescence polarization. inhibition, % at 14.8 µM. AID 1950. 0.34% of 300,000 active; in the data active means inhibition above about 28%
# PP1 counter: PP1-alpha (human) inhibition in PP5 counter-screen | purified PP1alpha, OMFP fluorescence | 0.9% of 320,000 active | inhibition, % at 6.7 µM;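 active means inhibition above the mean inhibition of all tested compounds plus 3 SD, computed separately for each screening campaign, cut at about 15% in these data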
# Target sequence (P62136 whole entry, looked up): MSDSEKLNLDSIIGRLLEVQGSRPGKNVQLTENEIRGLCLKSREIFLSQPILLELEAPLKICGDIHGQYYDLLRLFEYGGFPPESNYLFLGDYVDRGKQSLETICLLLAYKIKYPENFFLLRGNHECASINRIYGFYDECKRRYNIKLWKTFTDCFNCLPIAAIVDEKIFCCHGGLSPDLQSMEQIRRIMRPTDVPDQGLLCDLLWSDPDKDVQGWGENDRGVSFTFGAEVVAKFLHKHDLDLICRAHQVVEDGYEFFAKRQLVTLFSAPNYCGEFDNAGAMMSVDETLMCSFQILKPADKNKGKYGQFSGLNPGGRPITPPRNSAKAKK
# Efflux pump mplx: antifungal efflux pump inhibition, Nile Red retention; S. cerevisiae Candida pump triplex; inhibition, % at 10 µM; 0.44% of 330,000 active; AID 485275;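 active means plate passing quality check with inhibition over a set limit, or well fluorescence over plate mean plus 4 SD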;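 further: Nile Red retained in pooled yeast measured as flow cytometry median fluorescence; 0% = buffer negative control and 100% = Enniatin B positive control; higher means more Nile Red kept so more efflux inhibition; some compounds called inactive have numbers as strong as hits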
# ZTA counter: ZTA (EBV) inhibition in EBNA-1 counter-screen | ZTA-DNA binding, fluorescence polarization | inhibition, % at 11 µM | 0.15% of 320,000 active; in the data active means inhibition above about 33%
# Target sequence (P03206 whole entry, looked up): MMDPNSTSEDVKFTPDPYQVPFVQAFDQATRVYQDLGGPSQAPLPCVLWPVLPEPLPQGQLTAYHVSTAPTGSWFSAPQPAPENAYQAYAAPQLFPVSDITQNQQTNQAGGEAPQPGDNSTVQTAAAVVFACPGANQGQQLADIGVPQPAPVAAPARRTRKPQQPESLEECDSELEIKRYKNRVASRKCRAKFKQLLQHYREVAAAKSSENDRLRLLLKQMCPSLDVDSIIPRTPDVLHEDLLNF
# Starred values were filed as active, the others as inactive; · = no result given.
# Start of the data: the first two records (preview)
SMILES,Fh CTSL1 inh,PREPL inh,PP5 primary,HCV core dimer,TPT1 inh,EBNA-1 inhibitor,PP1 counter,Efflux pump mplx,ZTA counter
C/C(=N/N=C/c1ccc(N(C)C)cc1)c1ccccc1,0,-3,-1.3,-6,1,8,-5,0.0,10
CCn1c(O)c(/C=C2\C=Nc3ccccc32)sc1=Nc1ccccc1,5,11,4.2,-1,3,6,-2,0.1,-13

# The list itself, repeating the preview:
SMILES,Fh CTSL1 inh,PREPL inh,PP5 primary,HCV core dimer,TPT1 inh,EBNA-1 inhibitor,PP1 counter,Efflux pump mplx,ZTA counter
C/C(=N/N=C/c1ccc(N(C)C)cc1)c1ccccc1,0,-3,-1.3,-6,1,8,-5,0.0,10
CCn1c(O)c(/C=C2\C=Nc3ccccc32)sc1=Nc1ccccc1,5,11,4.2,-1,3,6,-2,0.1,-13
CCCn1nnnc1-c1ccc(Cl)cc1,0,12,3.9,-2,-1,-6,-12,0.3,4
O=C(CSc1n[nH]c(-c2cccnc2)n1)Nc1ccnc2ccccc12,-4,-6,-1.2,-1,-4,7,0,-0.1,12
CC1CC(C)CN(S(=O)(=O)c2ccc(NC(=O)C3CC(=O)N(Cc4ccccc4)C3)cc2)C1 (centres undefined),0,-9,4.5,2,2,-11,4,0.0,-3
CN1CCC(N(C)C(=O)/C=C/c2cn(-c3ccccc3)nc2-c2cccs2)CC1,-3,-29,1.7,-18,-1,-8,3,-0.2,-20
COCCn1c(SCC(=O)Nc2ccc(C(C)=O)cc2)nc2c([nH]c3ccccc32)c1=O,2,-3,-0.1,9,2,25,14,-0.2,5
CCNC(=S)NC1CC2CCCC(C1)N2Cc1ccco1 (centres undefined),-2,4,1.2,-3,-2,-3,1,0.2,-10
Cn1c(CS/C(N)=N/N=C/c2ccccc2)c(Br)c(=O)n1-c1ccccc1,37*,15,-0.1,3,-4,-8,-5,0.0,7
O=S(=O)(Nc1nc2ccccc2nc1NCCN1CCOCC1)c1cccc(Cl)c1,4,5,3.5,-3,-3,-3,1,-0.1,0
O=C(NN1C(=O)c2ccccc2NC1c1ccccn1)c1ccc(Br)cc1 (centres undefined),1,1,-2.0,7,0,6,2,0.1,-1
CNC(=O)c1ccsc1NC(=O)CS(=O)(=O)c1ccccc1,-3,2,-1.2,-3,2,-5,-3,-0.2,0
O=C(Nc1cnn(Cc2ccc(F)cc2)c1)c1cnn2c(C(F)F)cc(-c3ccccc3)nc12,0,10,1.0,13,-1,-7,0,0.2,4
Cc1cc(C)c(C(=O)OCc2csc(CC(=O)Nc3ccccc3C)n2)c(C)c1,0,-7,4.2,0,-1,-6,20*,-0.1,4
O=C1C2C(C(=O)N1/N=C/c1ccc(N3CCCCC3)o1)C1C=CC2C12CC2 (centres undefined),6,-2,1.1,-7,-1,-10,-1,0.0,-12
CCc1ccc(-c2csc(-c3c[nH]c4ccccc34)n2)cc1,2,21,1.0,0,-4,5,-1,-0.3,-5
CCC(=O)N1CCc2cc(S(=O)(=O)NC(C(=O)NCc3ccccc3)C(C)C)ccc21 (centres undefined),8,12,0.5,-1,-1,-1,-3,0.1,15
CCOC(=O)N1CCC(Nc2c(NCCCN(CC)CC)c(=O)c2=O)CC1,-1,2,0.4,-7,-1,1,0,-0.3,0
Cc1cc(NC(=O)CSc2ccccn2)no1,-6,7,-0.3,5,1,0,-1,-0.1,3
O=C(NCc1ccc(Cl)cc1)c1cccnc1,0,9,-0.3,-5,-1,0,-2,-0.2,-20
COc1ccc2c(c1)-c1nc(NC(=O)c3ccco3)sc1CC2,-1,11,2.7,-8,-4,4,0,-0.5,-11
O=C(NNC(=O)c1ccc(O)cc1O)c1ccc(Cl)cc1,1,-1,-1.1,-4,1,1,0,-0.2,-6
COc1cccc(C(=O)NC2CCN(CC(=O)Nc3c(C)cc(C)cc3C)CC2)c1,4,24,-0.6,-6,0,13,1,-0.2,-11
CC(=O)c1cccc(NC(=O)N2CCCC(C(=O)c3cc(F)ccc3F)C2)c1 (centres undefined),1,-3,-1.2,-2,-2,1,1,-0.3,0
COCCn1c(SCC(=O)NC2CCCC2)nnc1C(C)C,0,0,-0.7,7,-3,1,0,-0.1,8

# Further entries.
SMILES,Fh CTSL1 inh,PREPL inh,PP5 primary,HCV core dimer,TPT1 inh,EBNA-1 inhibitor,PP1 counter,Efflux pump mplx,ZTA counter
CC(=O)O/N=C(/C)c1ncc(C(F)(F)F)cc1N1CCOCC1,-2,5,1.7,-2,-1,-1,-3,0.0,2
O=C(CCN1C(=O)/C(=C/c2ccccc2)SC1=S)NCCc1ccc(O)cc1,-4,4,3.0,-4,-1,1,2,0.1,-9
CCN1CCN(c2cc(C)c3cc(NC(=S)NCc4cccs4)ccc3n2)CC1,0,36,2.4,-3,-2,0,1,0.1,-7
O=C(O)c1ccccc1C(=O)Nc1ccc(-n2ccc(C(F)(F)F)n2)cc1,-1,-3,0.4,-2,0,-1,-6,0.0,-5
CCCNC(=S)Nc1cccc(C(F)(F)F)c1,-1,0,-0.4,-10,-5,5,-1,-7.4,-10
O=C(CN(C(=O)CNS(=O)(=O)c1ccc(F)cc1)c1ccccc1F)NCc1ccco1,-1,1,2.3,2,1,-5,-3,0.1,-2
C1CCC(n2nnnc2CN2CCCC2)CC1,0,-11,-2.2,-3,2,6,-1,-0.1,18
O=c1c2cnn(-c3ccc(F)cc3)c2ncn1Cc1cccnc1,0,-11,3.9,-6,-3,-12,0,0.2,-5
CN(C(=O)CSc1nnc(-c2ccco2)n1N)C1CCCCC1,2,2,-1.0,-3,1,5,-2,0.0,11
COc1ccccc1N1CCN(c2nc3ccccc3nc2C(C#N)C(=O)OC(C)C)CC1 (centres undefined),-2,2,1.6,19,1,6,3,-0.1,11
CSc1ccccc1NC(=S)N/N=C/c1cccn1Cc1ccc(F)cc1,-4,3,1.6,12,2,-4,4,-0.2,8
COc1cccc(-n2nnnc2SCC(=O)Nc2ccccc2OC)c1,1,-5,0.2,1,2,-5,-2,0.0,-3
O=C(CN(Cc1ccc2c(c1)OCO2)C(=O)CNC(=O)c1ccco1)NC1CCCCC1,-2,9,1.1,6,-1,1,0,0.1,11
CCOC(=O)CSc1nnc(C2CCCCC2)n1C,-6,1,-1.2,-3,0,4,-2,0.0,6
CC(C)C(=O)Nc1cccc(C(=O)Nc2ccccc2C(=O)O)c1,1,2,10*,0,-3,-2,-7,0.3,5
Nc1ccccc1-c1nnn(CC(=O)Nc2ccc3c(c2)OCCO3)n1,-2,0,2.4,-7,-5,0,1,-0.1,-6
O=C(CSc1ccc(-c2ccccc2)nn1)N1CCCc2ccccc21,-2,-17,1.8,8,-2,-7,1,0.0,-3
COc1ccc2c(C)c(C(=O)O)oc2c1,0,6,-0.7,6,3,10,-4,-0.1,7
CC(C)Cn1nc(C(=O)OCC(=O)NCC(F)(F)F)c2ccccc2c1=O,-18,5,1.9,-2,1,7,1,0.1,10
CCN(CC)S(=O)(=O)c1ccc(N2Cc3ccccc3C2=N)cc1,-2,8,-2.4,1,0,6,-2,0.0,-1
COc1ccc(CNCc2cc(C)c(OC)cc2C)c(OC)c1,1,37,-3.8,-19,1,-6,2,0.4,5
COc1cccc(C(=O)N/N=C(\C)CC(=O)Nc2ccc(N(C)C)cc2)c1,0,4,2.6,-8,1,-12,-1,0.1,-9
O=c1[nH]nc(-c2ccc(NCCO)c([N+](=O)[O-])c2)c2ccccc12,-6,28,1.3,-4,-2,-7,1,-0.1,2
O=C(CN1CCN(S(=O)(=O)c2ccc(Cl)cc2)CC1)NCC1(N2CCOCC2)CCCCC1,·,27,1.8,·,·,·,-1,0.1,-13
CCC/C=N/NC(=O)C1COc2ccccc2O1 (centres undefined),3,10,0.4,-4,-3,3,0,-0.2,-1

# The list continues:
SMILES,Fh CTSL1 inh,PREPL inh,PP5 primary,HCV core dimer,TPT1 inh,EBNA-1 inhibitor,PP1 counter,Efflux pump mplx,ZTA counter
CN(Cc1cccnc1)C(=O)CC1C(=O)NCCN1Cc1ccc(-c2ccccc2)cc1 (centres undefined),-4,29,-1.2,-1,2,-4,-2,0.2,-6
CCOc1ccc(NC(=S)NN2C(C)CCCC2C)cc1 (centres undefined),0,2,4.1,-2,0,-12,-3,0.6,-7
O=C1/C(=C\c2cccs2)Sc2ccc3ccccc3c21,-1,1,-0.5,2,80*,3,1,0.2,16
CC(=O)Nc1ccc2c(c1)nc(CCN1CCC(C)CC1)n2C,1,5,2.7,-2,-2,1,-1,0.0,-1
NNc1nc2sc3c(c2c(=O)n1-c1ccccc1)CCCC3,2,11,-0.3,6,3,8,-2,0.1,12
COc1ccc(NC(=O)C(=O)N/N=C/c2cc(C)n(-c3cccc(Cl)c3Cl)c2C)c(OC)c1,4,9,1.4,8,-3,-7,-3,-0.1,-13
C=C(C)Cn1c(NCCOC)nc2c1c(=O)[nH]c(=O)n2C,-1,1,2.5,3,0,-3,-1,0.1,0
Cc1nc2ccc(S(=O)(=O)NCC(=O)N3CCCCC3)cc2s1,-2,0,1.1,-5,2,-9,-2,0.0,3
CCOC(=O)c1cccc(NC(=O)CCn2nc(C)c(S(=O)(=O)N3CCCCC3)c2C)c1,2,-6,-0.6,2,0,7,2,-0.6,2
COc1ccc(C2c3[nH]c4ccccc4c3C[C@H]3C(=O)N(CCCO)CC(=O)N23)c(OC)c1 (some centres undefined),6,-2,-1.2,8,-1,5,-4,0.0,12
O=C(Cn1cnc([N+](=O)[O-])n1)NCCO,-1,5,1.8,0,-1,-6,-3,-0.2,-3
Cc1ccc(/C=[N+](/[O-])C2SC(=S)N(C)C2(C)C)cc1 (centres undefined),-6,0,2.0,-1,-2,-8,2,0.0,9
CC(C)(C)C1=CC(=O)C(N2CCOCC2)=CC1=O,2,-4,0.9,-3,1,-12,2,0.0,-6
COC(=O)c1ccccc1NC(=O)CSc1n[nH]c(-c2ccco2)n1,6,8,0.6,-5,-1,-6,1,0.1,-5
O=C(O)C1CCCN1C1=NS(=O)(=O)c2ccccc21 (centres undefined),1,-2,0.1,-4,-2,4,2,0.0,9
CCN1C(=O)[C@H]2[C@@H](c3ccc(C)cc3)N3C(=O)N(c4ccc(C(F)(F)F)cc4)C(=O)[C@@]3(CC)[C@H]2C1=O,7,-4,4.2,-13,0,-10,7,-0.1,-16
CC(/C=N/NC(=O)c1cccnc1)=C\c1ccccc1,4,1,3.4,-2,-1,2,0,-0.1,-3
Cc1cc(Cl)ccc1OCC(=O)NCC(=O)N/N=C/c1ccco1,0,-10,1.0,-11,1,0,1,-0.4,-13
CCOc1ccccc1-n1cnc2cc(C(=O)NCc3ccco3)ccc21,0,-20,0.2,12,-1,12,-1,0.0,7
C[C@@H]1CCC(=O)N(CC[C@H](Oc2ccccc2)c2ccccc2)CC1,-6,-11,4.4,15,-2,-1,2,0.1,-6
COc1ccc(S(=O)(=O)N2CCCC2)cc1NC(=O)c1ccccc1F,-3,-1,-1.7,0,-5,-2,0,-0.1,2
O=C(Nc1ccc(N2CCCC2)c(Cl)c1)c1cccs1,-1,2,4.8,-4,1,-9,6,0.0,7
N=c1c(S(=O)(=O)c2ccccc2)cc2c(=O)n3ccccc3nc2n1Cc1cccnc1,0,-5,0.6,2,1,-8,-9,0.0,-6

# 4 compounds from above, sorted by SMILES length, highest first.
SMILES,Fh CTSL1 inh,PREPL inh,PP5 primary,HCV core dimer,TPT1 inh,EBNA-1 inhibitor,PP1 counter,Efflux pump mplx,ZTA counter
CC1CC(C)CN(S(=O)(=O)c2ccc(NC(=O)C3CC(=O)N(Cc4ccccc4)C3)cc2)C1 (centres undefined),0,-9,4.5,2,2,-11,4,0.0,-3
CCOc1ccccc1-n1cnc2cc(C(=O)NCc3ccco3)ccc21,0,-20,0.2,12,-1,12,-1,0.0,7
Cc1cc(Cl)ccc1OCC(=O)NCC(=O)N/N=C/c1ccco1,0,-10,1.0,-11,1,0,1,-0.4,-13
O=C(O)C1CCCN1C1=NS(=O)(=O)c2ccccc21 (centres undefined),1,-2,0.1,-4,-2,4,2,0.0,9

# Screening results as filed in PubChem BioAssay.

# A portion of the library, so the mix of outcomes need not match the whole.
